# Assay outcomes: PubChem, several laboratories
# tolC growth inh = growth inhibitors of E. coli tolC mutant, primary screen, strain BW25113 ΔtolC::kan, 384-well; OD615; growth inhibition, % at 10 µM (by protocol); 65,000 compounds, 2.2% hits;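 active = growth inhibition at or above a cutoff equal to the mean over every tested compound plus 3 SD, cut at about 60% in these data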;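 also: growth measured after 20 h incubation at 37 °C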
#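 signal = optical density read at 615 nm | test system = E. coli ΔtolC::kan strain BW25113 | timing = 20 h compound exposure of bacteria at 37 °C | buffer or medium = LB medium plus 50 µg/mL kanamycin | compound dosing = 10 µM final, single dose | evaluation = % inhibition of E. coli growth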
# RORa activator = activators of orphan receptor RORA, primary screen, cell-based, luminescence. activation, % at 10 µM. AID 560, 2006. CHO-K1 Gal4-RORA LBD luciferase reporter; percent increase over mock-subtracted basal signal. Nuclear receptor ROR-alpha (Homo sapiens), P35398. 65,000 compounds, 1.5% hits;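 active = activation above the mean of all tested compounds plus 3 SD, cut at about 49% in these data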;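 also: 0% = DMSO-treated RORA cells and 100% = added signal equal to DMSO minus mock-transfected cells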
# Target sequence (P35398 whole entry, looked up, the tested form may be a part): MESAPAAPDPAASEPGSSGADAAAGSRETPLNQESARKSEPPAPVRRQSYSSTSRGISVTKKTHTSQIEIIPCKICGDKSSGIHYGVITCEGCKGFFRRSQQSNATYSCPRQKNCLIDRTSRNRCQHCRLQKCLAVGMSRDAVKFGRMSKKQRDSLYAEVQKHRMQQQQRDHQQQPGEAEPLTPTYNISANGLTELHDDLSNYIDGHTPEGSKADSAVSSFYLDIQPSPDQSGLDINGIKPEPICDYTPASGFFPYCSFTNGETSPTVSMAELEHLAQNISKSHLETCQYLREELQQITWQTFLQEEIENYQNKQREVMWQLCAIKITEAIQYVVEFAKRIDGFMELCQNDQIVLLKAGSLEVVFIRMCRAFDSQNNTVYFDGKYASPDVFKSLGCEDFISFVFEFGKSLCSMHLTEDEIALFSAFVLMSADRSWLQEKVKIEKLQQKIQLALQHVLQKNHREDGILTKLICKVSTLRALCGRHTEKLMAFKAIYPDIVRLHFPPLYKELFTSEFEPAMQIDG
# NADH enzymes = inhibitors of PK/LDH coupling enzymes, profiling panel, artefact control, biochemical, MLSMR library; 65,000 compounds, 0.02% hits; IC50, µM (titrated, usually from 10 µM), for inactives: at the top dose inhibition; coupled PK/LDH NADH assays, four targets; AID 774, 2007;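 active = single-dose screening hits from any of four coupled enzyme assays that gave an IC50 when retested across doses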;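 also: the DPM-DC format reads NADH fluorescence rather than 340 nm absorbance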
# TNAP act mid DEA = human TNAP enzyme activators, primary screen, biochemical, luminescent, intermediate phosphate acceptor level; Alkaline phosphatase, tissue-nonspecific isozyme (Homo sapiens), P05186; purified TNAP, CDP-star luminescence, 100 mM DEA, 30 min; hits give high values; scale: 0 levamisole-inhibited, 1 vehicle-only enzyme; activation factor at 20 µM; 64,000 tested, under 10 active; AID 813, 2007;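 active = activation factor of at least 2 at 20 µM, relative to controls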
# Target sequence (P05186 whole entry, looked up): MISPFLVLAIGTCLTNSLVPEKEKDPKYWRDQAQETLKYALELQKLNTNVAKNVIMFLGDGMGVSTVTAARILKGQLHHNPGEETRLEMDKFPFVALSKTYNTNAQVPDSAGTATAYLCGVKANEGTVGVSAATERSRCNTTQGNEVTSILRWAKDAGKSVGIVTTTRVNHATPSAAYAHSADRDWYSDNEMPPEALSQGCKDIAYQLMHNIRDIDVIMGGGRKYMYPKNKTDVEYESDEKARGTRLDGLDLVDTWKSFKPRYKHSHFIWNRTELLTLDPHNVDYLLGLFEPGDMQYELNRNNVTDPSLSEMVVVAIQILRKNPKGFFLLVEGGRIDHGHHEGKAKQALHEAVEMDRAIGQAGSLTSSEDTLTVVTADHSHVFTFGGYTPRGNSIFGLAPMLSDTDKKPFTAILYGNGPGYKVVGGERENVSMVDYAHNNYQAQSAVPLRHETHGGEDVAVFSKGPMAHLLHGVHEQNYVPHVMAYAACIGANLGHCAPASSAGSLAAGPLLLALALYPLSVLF
# Autofluor 339 = intrinsic fluorescence of library compounds, ex339/em460 – biochemical, MLSMR library, data from DPM-DC assay, artefact control, profiling panel | 65,000 compounds, 5.5% hits | compound autofluorescence, ex339/em460 nm, NADH buffer; hits give high values; 1 = no-compound wells, NADH background | fluorescence fold increase at 10 µM;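 active = at 10 µM, mean starting fluorescence two-fold or more over control wells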;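 also: signal is the first read of a kinetic run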
# Ec RNAP inh = E. coli RNAP inhibitors, biochemical; DNA-directed RNA polymerase subunit beta (Escherichia coli (strain K12)), P0A8V2; E. coli RNA polymerase, fluorescence transcription assay; inhibition, %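 (tested at 10 µM)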; 62,000 compounds, 0.2% hits; in the data active = inhibition above about 20%;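 also: 0% = enzyme without compound and 100% = no enzyme blank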
# SF1 activator = activators of human SF-1, primary screen, cell-based, CHO-K1, Gal4-SF-1 LBD, luciferase luminescence | Steroidogenic factor 1 (Homo sapiens), Q13285 | CHO-K1 Gal4-SF-1 LBD luciferase reporter; % increase over DMSO SF-1-specific signal | activation, % at 10 µM | 65,000 compounds, 1.9% hits;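 active = activation above the mean activation of all tested compounds plus 3 SD, cut at about 50% in these data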
#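 Compound – one dose, 10 µM compound, 1% DMSO · Test system – transient Gal4-SF-1 LBD reporter, CHO-K1 · Input – 4,000 cells in each well · Read-out basis – percent activation relative to DMSO median and mock-transfected background · Replicates – single measurement per compound · Technique – steady-glow luciferase luminescence, read after 15 min reagent incubation · Timing – 20 h compound treatment, 37 °C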
# M1 ag = M1 muscarinic receptor agonists, primary screen, CHO-M1 cells, Fluo-4 calcium, agonist mode; Muscarinic acetylcholine receptor M1; AID 626, 2007; 64,000 compounds, 3% hits; B-score at 10 µM; Fluo-4 calcium fluorescence; hits give high values;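 active = fluorescence rise, raw or as B-score row- and column-corrected plate score, outside the 99.7% band of its plate's samples, either direction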
# M1 antag = antagonists of rat M1 muscarinic receptor. CHO-M1 cells, Fluo-4 calcium, ACh EC80 antagonist mode; hits give low values. Muscarinic acetylcholine receptor M1 (Rattus norvegicus), P08482. 64,000 compounds, 3.4% hits. B-score at 10 µM. AID 628, 2007;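 active = calcium fluorescence response, raw or row-and-column corrected B-score, differing from the plate sample mean either way at a set confidence level, mostly lower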
# * hit, by the source's call; x = not tested or not shown.
SMILES,tolC growth inh,RORa activator,NADH enzymes,TNAP act mid DEA,Autofluor 339,Ec RNAP inh,SF1 activator,M1 ag,M1 antag
Cc1ccccc1N1OC2C(=O)N(c3ccc(F)cc3)C(=O)C2C1c1ccccn1 (stereo not drawn),-32,15,3%,0.9,1,11,11,13*,-0.12
O=C(O)C=C1C2CC3CC(C2)CC1C3,-23,-22,3%,0.9,1.1,x,-5,-0.25,-0.038
COc1cc(NS(C)(=O)=O)c(OC)cc1NC(=O)c1ccccc1,1,1,3%,0.9,1.1,2,0,0.31,0.062
Cc1ccc(Cn2c(SCC(=O)NCc3ccco3)nc3ccsc3c2=O)cc1,14,-17,3%,0.9,1.1,-2,0,1.3,-0.26
COc1ccc(Cn2nnnc2C(c2ccncc2)N2CCOCC2)cc1 (stereo not drawn),-13,2,3%,0.9,1.1,0,-12,-0.79,0.17
COc1ccc(-n2c(Cc3cccn3C)nnc2SCC(N)=O)cc1,-11,26,2%,0.9,1,5,9,-0.73,0.0059
Cc1nn(-c2ccccc2)c(C)c1C(=O)OCC(=O)c1c(N)n(CC(C)C)c(=O)n(C)c1=O,1,-48,2%,0.9,1.1,0,-55,4.1*,-1.2
Cc1occc1C(=O)NCc1cccc(CNC(=O)c2ccoc2C)c1,-1,-17,7%,0.9,1.1,7,-11,-1.5,-0.27
Cc1c(C(=O)Nc2cccc(C(F)(F)F)c2)oc2ccc(S(=O)(=O)N3CCOCC3)cc12,4,5,3%,1.1,1.4,6,15,0.79,0.15
COc1ccc(-c2cc(C(=O)Nc3c(C)nn(Cc4ccccc4)c3C)no2)cc1,9,5,5%,0.9,1.1,4,11,0.38,-0.23

# Seven records drawn at random from those above:
SMILES,tolC growth inh,RORa activator,NADH enzymes,TNAP act mid DEA,Autofluor 339,Ec RNAP inh,SF1 activator,M1 ag,M1 antag
COc1ccc(Cn2nnnc2C(c2ccncc2)N2CCOCC2)cc1 (stereo not drawn),-13,2,3%,0.9,1.1,0,-12,-0.79,0.17
Cc1occc1C(=O)NCc1cccc(CNC(=O)c2ccoc2C)c1,-1,-17,7%,0.9,1.1,7,-11,-1.5,-0.27
COc1cc(NS(C)(=O)=O)c(OC)cc1NC(=O)c1ccccc1,1,1,3%,0.9,1.1,2,0,0.31,0.062
O=C(O)C=C1C2CC3CC(C2)CC1C3,-23,-22,3%,0.9,1.1,x,-5,-0.25,-0.038
Cc1c(C(=O)Nc2cccc(C(F)(F)F)c2)oc2ccc(S(=O)(=O)N3CCOCC3)cc12,4,5,3%,1.1,1.4,6,15,0.79,0.15
Cc1ccc(Cn2c(SCC(=O)NCc3ccco3)nc3ccsc3c2=O)cc1,14,-17,3%,0.9,1.1,-2,0,1.3,-0.26
Cc1nn(-c2ccccc2)c(C)c1C(=O)OCC(=O)c1c(N)n(CC(C)C)c(=O)n(C)c1=O,1,-48,2%,0.9,1.1,0,-55,4.1*,-1.2

# Entries of single compounds, looked up by structure.
# Profile of Cc1occc1C(=O)NCc1cccc(CNC(=O)c2ccoc2C)c1 : tolC growth inh: -1; RORa activator: -17; NADH enzymes: 7%; TNAP act mid DEA: 0.9; Autofluor 339: 1.1; Ec RNAP inh: 7; SF1 activator: -11; M1 ag: -1.5; M1 antag: -0.27
# Profile of COc1ccc(-c2cc(C(=O)Nc3c(C)nn(Cc4ccccc4)c3C)no2)cc1 : tolC growth inh: 9; RORa activator: 5; NADH enzymes: 5%; TNAP act mid DEA: 0.9; Autofluor 339: 1.1; Ec RNAP inh: 4; SF1 activator: 11; M1 ag: 0.38; M1 antag: -0.23

# The results go on:
SMILES,tolC growth inh,RORa activator,NADH enzymes,TNAP act mid DEA,Autofluor 339,Ec RNAP inh,SF1 activator,M1 ag,M1 antag
O=C(Cn1ncc2c1-c1ccccc1OC2)N1CCN(Cc2ccc3c(c2)OCO3)CC1,12,-6,8%,0.9,1.1,2,2,0.85,-0.17
O=C(Cn1c(=O)oc2cc(S(=O)(=O)N3CCCC3)ccc21)NCc1ccccn1,-18,1,5%,1,1,5,-4,1.8,-0.0081
CCOc1ccc(C2CC(=O)NC3=C2C(=O)CCC3)cc1 (stereo not drawn),-18,6,3%,1,1.1,11,3,0.14,0.27
CCC(C)C1C(C#N)=C(N)Oc2n[nH]c(-c3ccccc3)c21 (stereo not drawn),11,-8,1%,0.9,1.1,11,13,0.019,0.67
O=C(Oc1ccccc1C(=O)N1CCOCC1)c1cccc(Br)c1,-3,-10,8%,0.9,1.1,x,-10,-0.63,-0.078
COC(=O)c1ccc(C)c(NC(=O)c2c(-c3ccccc3)noc2C)c1,-12,-1,6%,0.9,1.1,5,-8,-0.13,0.04
CCOC(=O)C1CCN(C(=O)c2ccco2)CC1,-11,15,5%,0.9,1.1,3,-10,-0.13,-0.58
CC(C)COc1ccc(C(=O)N(Cc2ccco2)C2CCS(=O)(=O)C2)cc1 (stereo not drawn),2,-6,8%,0.9,1.1,9,1,-0.7,-0.57
COc1ccc(C2=Nn3c(nnc3-c3ccc(OC)cc3)SC2)cc1,27,-11,6%,0.9,1,8,-18,0.0099,1.2
O=C(CCS(=O)(=O)c1ccccc1)Nc1nc(-c2ccccn2)cs1,13,-16,3%,1,1.1,4,-2,0.63,0.36
CC(C)CCn1c(CN2CCOCC2)nc2c1c(=O)n(C)c(=O)n2C,-20,-12,3%,0.9,1.1,6,1,0.61,-0.59
CC(=O)NC1(c2ccccc2)CCN(c2nc(C)cc(C)n2)CC1,1,-25,6%,0.8,1.5,7,5,-1.1,0.45
Cc1ccc2cc3c(NC(=O)CC(C)C)nn(C)c3nc2c1,-7,-1,6%,1,2,1,-4,1.4,0.75
O=C1CC(C(=O)N2CCN(c3ccc(F)cc3)CC2)CN1CCc1ccccc1 (stereo not drawn),-1,3,6%,1,1.1,8,13,-0.024,-0.17
CC(=O)Nc1cccc(C(=O)Oc2cccc(C)c2)c1O,2,2,13%,0.9,1.3,0,0,0.059,0.63
CCCCCn1c(SCc2ccncc2)nc2cc(C(=O)NCc3ccco3)ccc2c1=O,44,-15,3%,1,1.1,9,-8,-0.19,-0.5
CC(C)(C)NC(=O)CN1CCC(O)(c2ccccc2)CC1,-7,-13,7%,0.9,1.1,-3,-18,0.36,-0.54
CN1CCN(C(=O)c2ccccc2-c2nc(-c3ccc(Cl)cc3)no2)CC1,4,-9,5%,1.1,1.1,6,-4,-0.22,-0.25
COc1ccc(S(=O)(=O)Cc2ccc(C(=O)N3CCN(C(=O)c4ccco4)CC3)o2)cc1,-4,19,2%,0.9,1.1,1,-7,-0.24,0.033
Cc1ccc(NC(=O)c2ccc(NS(=O)(=O)c3c(C)noc3C)cc2)cc1C,76*,2,5%,0.9,1.1,9,21,-0.75,-0.11
COc1cc(OC)c(C(=O)COc2ncnc3ccccc23)c(OC)c1,-11,4,8%,0.9,1.1,-1,-14,0.39,-0.24
COc1ccc(NC(=O)CN(c2ccc(C)cc2)S(C)(=O)=O)c(OC)c1,4,-4,11%,0.9,1,12,0,-0.12,0.064
COc1ccc(C2C(C(C)=O)=C(O)C(=O)N2CCO)c(OC)c1 (stereo not drawn),-15,-2,3%,0.9,1,7,2,-0.051,-0.13
CCCCS(=O)CC(CS(=O)CCCC)OC(=O)c1ccc(C)cc1 (stereo not drawn),3,16,6%,1.1,1.1,1,0,-0.8,0.38
CC1=C(C(=O)OC(C)C)C(c2cccs2)n2ncnc2N1 (stereo not drawn),8,-24,6%,0.9,1.1,3,-2,-1.1,0.35
COC(=O)c1ccc(NC(=O)CSc2nnc(Cc3cccn3C)n2-c2ccc(F)cc2)cc1,13,-10,3%,1,1.1,6,-3,-0.011,0.0026
COc1ccccc1C(=O)OCn1nnc2ccccc2c1=O,10,-11,2%,0.9,1.1,7,5,0.59,0.85
Cn1c(Cl)nc2c1c(=O)n(Cc1cccc(Br)c1)c(=O)n2C,1,-11,5%,1,1.1,3,-1,0.031,0.5
COc1ccc(-n2c(C)nc3c(cnn3-c3ccc(Cl)cc3)c2=O)cc1,75*,-41,6%,0.9,1.1,9,-8,4.1*,-0.7
Cc1ccc(C(C(=O)NC(C)(C)C)N(CC2CCCO2)C(=O)Cn2nnc(-c3ccc(C)o3)n2)cc1 (stereo not drawn),7,-4,6%,1,1.1,7,-16,-1.4,0.0025
CCOC(=O)C1CCCN(C(=O)Cc2c(F)cccc2Cl)C1 (stereo not drawn),3,-22,2%,0.9,1.1,6,-5,0,1.2
CCN1CCN(S(=O)(=O)c2cc(OC)ccc2OC)CC1,-3,-13,7%,0.9,1.1,7,-6,0.33,0.44
Cc1ccc(C(C(=O)NCc2ccco2)N(C(=O)Cn2nnc3ccccc32)c2ccccc2)o1 (stereo not drawn),3,19,8%,0.9,1,12,-5,-0.73,-1.2
COC(=O)CSc1nnc(CNC(=O)c2ccccc2OC)n1-c1ccc(OC)cc1,-5,23,7%,0.9,1.1,6,19,-0.13,-0.42
CCCc1cc(C(N)=O)c(NC(=O)C2CCCO2)s1 (stereo not drawn),-1,4,4%,1,1.2,-6,-20,0.67,0.021
CC1=CCC2(CO)COC(c3ccccc3O)C1C2 (stereo not drawn),0,13,8%,1,1.1,2,2,x,x
CCOC(=O)CC(Nc1nc(N2CCOCC2)nc(N2CCOCC2)n1)c1ccccc1Cl (stereo not drawn),38,-11,7%,0.8,1.1,5,6,-0.05,-12*
COc1ccc(NC(=O)NS(=O)(=O)c2ccc(C)cc2)c(OC)c1,-26,-4,8%,0.9,1.6,3,4,0.32,0.16
CCNc1nc(N)nc(Oc2ccc(OCCOc3ccccc3)nn2)n1,3,-19,5%,0.9,1.1,2,-8,-0.063,1.4
CC(=O)Nc1cc(-c2nn(CC(=O)N3CCCCC3)c(=O)c3ccccc23)ccc1N1CCOCC1,-4,-4,7%,1,1.1,6,3,-0.36,0.17
Cc1ccc2c(c1)nnn2C1CCN(C(=O)C2CCCCC2)CC1,18,-2,2%,1,1.2,9,-10,-1.2,0.28
O=C(O)C(Cc1ccccc1)n1cccc1 (stereo not drawn),-14,-14,6%,0.9,1,6,-2,1.1,1.6
CC(=O)OCC(OC(C)=O)C(OC(C)=O)C(OC(C)=O)C(=O)Nc1ccc(C)cc1C (stereo not drawn),-19,1,8%,0.9,1.1,11,-2,-0.2,0.58
O=C(Nc1scc(-c2ccccc2)c1C(=O)O)c1ccco1,-1,17,9%,0.8,1,3,-4,-0.35,0.068
